ARNT-TACC3 inh = disrupts binding between human ARNT and TACC3 | AlphaScreen His-ARNT PAS-B/GST-TACC3 binding, luminescence; TACC3 fragment carries E629A point mutation | inhibition, % at 9.99 µM | 390,000 compounds, 0.66% hits;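 active = mean inhibition of replicates at least 50% and at least half of replicates each reaching 50%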;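 note: 0% = complete ARNT plus TACC3 wells and 100% = ARNT alone without TACC3; many hits fall short of the cut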
esBAF inh = blocks esBAF chromatin remodeling in mouse ES cells | Bmi1-luciferase knock-in reporter, 24 h; 100% = twice the neutral-well signal | reporter increase, % at 12.5 µM | 350,000 compounds, 2% hits; in the data active = activation above about 40%;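 note: 0% = median of the plate's neutral control wells and 100% = double that signal; a rise in the Bmi1 reporter signal indicates esBAF inhibition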
RAD54 inh = blocks human RAD54 Holliday junction branch migration; Q92698; FAM/BHQ fluorescence; inhibition, % at 10.4 µM; 360,000 compounds, 0.14% hits; AID 602329;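 active = mean normalized replicate activity at least 40 and at least half of replicates scoring 40 or more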;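 note: 0% = median of neutral control wells and 100% = median of positive control wells; inhibitors cause a drop in the FAM fluorescence signal; in these data hits start at about 50%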
Target sequence (Q92698 whole entry, looked up): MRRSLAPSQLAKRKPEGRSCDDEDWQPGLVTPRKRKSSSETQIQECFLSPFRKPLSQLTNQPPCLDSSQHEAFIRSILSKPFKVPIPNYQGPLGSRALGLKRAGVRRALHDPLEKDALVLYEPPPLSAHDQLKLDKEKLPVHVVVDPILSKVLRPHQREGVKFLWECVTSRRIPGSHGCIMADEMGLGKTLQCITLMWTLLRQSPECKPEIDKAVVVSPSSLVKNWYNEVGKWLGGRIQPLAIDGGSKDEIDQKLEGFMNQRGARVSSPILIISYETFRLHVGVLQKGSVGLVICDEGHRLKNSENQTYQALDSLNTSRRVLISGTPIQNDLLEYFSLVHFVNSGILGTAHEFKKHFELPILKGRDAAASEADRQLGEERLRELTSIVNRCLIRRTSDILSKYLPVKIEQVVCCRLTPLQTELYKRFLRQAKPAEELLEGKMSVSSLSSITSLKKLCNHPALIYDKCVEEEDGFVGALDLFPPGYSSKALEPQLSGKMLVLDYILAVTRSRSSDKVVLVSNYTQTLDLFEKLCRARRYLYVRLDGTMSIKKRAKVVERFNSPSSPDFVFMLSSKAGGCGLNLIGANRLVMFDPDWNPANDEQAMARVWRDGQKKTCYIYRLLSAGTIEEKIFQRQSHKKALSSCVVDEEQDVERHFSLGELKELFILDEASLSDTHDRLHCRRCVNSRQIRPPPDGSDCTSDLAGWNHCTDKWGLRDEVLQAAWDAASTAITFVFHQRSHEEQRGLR
An asterisk follows results filed as active. Not all compounds are listed. The share of hits here may be higher or lower than overall.

Results follow in this order: ARNT-TACC3 inh | esBAF inh | RAD54 inh
> COc1ccccc1NC(=O)c1cccnc1
→ -6 | -11 | 7
> Cc1nn(C(C)C(=O)N2CCc3ccccc3C2)c(=O)c2cc3occc3n12 (stereo unspecified)
→ 1 | -5 | 2
> COCC(C)NC(=O)CCS(=O)(=O)c1nc(-c2ccc(OC)cc2)cc(C(F)(F)F)n1 (stereo unspecified)
→ -4 | -2 | 2
> Cc1cc2c(N=O)c(NO)ccc2[nH]1
→ 80* | 7 | -2
> COc1ccccc1C(c1nnnn1CCc1ccccc1)N1CCN(c2ccccc2)CC1 (stereo unspecified)
→ 3 | 2 | -5
> O=C(Cn1c(NCCCO)nc2ccccc21)c1cccc(Br)c1
→ 8 | 0 | -17
> NS(=O)(=O)c1ccc(CCNc2cc(=O)n(Cc3ccc(F)cc3)c(=O)[nH]2)cc1
→ -6 | -2 | 5
> CC(=O)CC(=O)Nc1ccccc1NC(C)=O
→ -3 | -1 | -11
> CCc1ccc(OCCNC(=O)c2ccccc2SCc2ccc(F)cc2)cc1
→ -6 | -4 | -4
> CCOC(=O)c1c(C)nc2sc3c(=O)n(-c4ccc(OC)cc4)nnc3c2c1-c1ccc(OC)cc1
→ 7 | 12 | 6
> O=C1c2ccccc2C(=O)N1SC1CCCCC1
→ -7 | -7 | -3
> COc1cccc(C(=O)CSc2nnc(CNS(C)(=O)=O)n2-c2ccc(C)cc2)c1
→ -5 | -13 | -5
> O=C(CSCc1ccc(Cl)cc1)N/N=C/c1ccccc1
→ -4 | 0 | -5
> O=C(OCc1ccc(COC(=O)c2ccc(O)cc2)cc1)c1ccc(O)cc1
→ -6 | 21 | -5
> CN(C)C(=O)CSc1nnc([C@H](Cc2c[nH]c3ccccc23)NC(=O)OC(C)(C)C)o1
→ -9 | -4 | 0
> Cc1ccnc(NS(=O)(=O)c2ccc(N=CC3=C(O)CC(C)(C)CC3=O)cc2)n1
→ -12 | -5 | -16
> Cc1cccc(C)c1NC(=O)c1ccc(CN2CCc3ccccc3C2)cc1
→ 7 | 1 | 5
> Fc1ccc(-c2cc(C(F)(F)F)nc(NCC3CCCO3)n2)cc1 (stereo unspecified)
→ -3 | 7 | -5
> Cn1c2ccc(CC(=O)O)cc2c2cc(CC(=O)O)ccc21
→ -1 | -11 | 0
> CCC1CCC(C(=O)NC(C(=O)Nc2ccc3c(c2)OCCO3)C(C)C)CC1 (stereo unspecified)
→ -4 | 9 | -11
> CC(=O)Nc1ccc(Oc2ccc3nc(C)[nH]c3c2)cc1
→ 19 | 3 | 2
> Cc1ccc(C)c(S(=O)(=O)N2C(=S)NC(=O)C2C(C)C)c1 (stereo unspecified)
→ -2 | 4 | 1
> Cc1[nH]c2ccccc2c1C(=O)CN1CCN(C/C=C/c2ccccc2)CC1
→ 10 | 1 | 4
> O=C(O)COc1cccc(NC(=O)c2ccccc2)c1
→ -3 | -7 | -9
> COc1cc(-c2nnc(COC(=O)C3c4ccccc4Oc4ccccc43)o2)cc(OC)c1OC
→ -5 | -7 | 3
> CCN(Cc1ccccc1)C(c1cc2cc(C)cc(C)c2[nH]c1=O)c1nnnn1CCOC (stereo unspecified)
→ -1 | -1 | -5
> CC(=O)OC(C(=O)NC1CCCCC1)c1ccccc1 (stereo unspecified)
→ -1 | 10 | -4
> COc1cccc2cc(C(=O)N(C)C)c(=O)oc12
→ 13 | 3 | -5
> COc1cnc(-c2ccccc2)nc1Oc1cccc(C)c1C
→ -13 | -13 | -5
> Cc1nnc(C)n1/N=C/c1cc(Br)ccc1O
→ -2 | -1 | 2
> O=C(NC(=S)NNC(=O)c1ccccc1[N+](=O)[O-])c1ccccc1
→ 27 | 5 | 9
> CCOc1cc(C2CC(=O)Nc3cc(C)c(C)cc32)ccc1O (stereo unspecified)
→ -5 | -2 | 2
> O=C(Nc1cc(=O)[nH]c2ncnn12)c1ccccc1Cl
→ -1 | -2 | -10
> COc1ccc(C)cc1S(=O)(=O)NC1CCCCC1C (stereo unspecified)
→ -5 | -1 | 0
> CCCC(C)NS(=O)(=O)c1ccc(OC)c(C)c1 (stereo unspecified)
→ 20 | -1 | 0
> O=C(O)C1CC(O)CN1C(=O)c1ccco1 (stereo unspecified)
→ -1 | 2 | 7
> O=C1CCCC/C1=C/Nc1ccc2c(c1)OCO2
→ 1 | -21 | -7
> NC(=O)CSc1oc(-c2ccco2)nc1S(=O)(=O)c1ccc(Cl)cc1
→ -3 | -1 | 3
> O=C1CC(c2ccccc2)n2nc(N3C(=O)CCC3=O)nc2N1 (stereo unspecified)
→ 0 | 5 | -12
> CCCCNC(=S)N/N=C1\C(=O)c2cccc3cccc1c23
→ 1 | 3 | -4
> CC1(C)CC(=O)C2=C(C1)Nc1[nH]c(=S)[nH]c(=O)c1C2c1ccccc1 (stereo unspecified)
→ 2 | -2 | 9
> CCOc1cc(-c2c(C)c(CC)nc(N)c2C#N)ccc1O
→ 1 | 1 | 2
> CCOc1cc(CNc2ccc(N(C)C)cc2)cc(Br)c1OCC(=O)NC(C)(C)C
→ -7 | 2 | 4
> Cc1ccc(C(=O)C2=C(O)C(=O)N(CCCN3CCOCC3)C23C(=O)N(C)c2ccccc23)o1 (stereo unspecified)
→ -5 | -5 | -5
> CCCCN(CC)CCCNC(=O)c1cc2cc3ccc(OC)cc3nc2o1
→ 6 | 12 | 42
> COc1ccc2oc(C(=O)OCC(=O)c3ccc4c(c3)OCCO4)c(C)c2c1
→ 25 | -3 | 3
> CC1C(c2ccccc2)=[N+]([O-])C2(CCCCC2)N1O (stereo unspecified)
→ -9 | 1 | 0
> C(=N\c1c(-c2ccccc2)nc2n1CCS2)/c1ccccc1
→ 6 | 0 | 5
> CCCN(CCC)S(=O)(=O)c1cc(Br)cc2c1N(C(=O)CC)CC2
→ -9 | 2 | 9
> CCOC(=O)C1CCCN(CC(=O)Nc2c(C(=O)OC)[nH]c3ccc(Br)cc23)C1 (stereo unspecified)
→ 2 | 5 | -10

Part of the list above in order of count of non-hydrogen atoms, low to high:
Results follow in this order: ARNT-TACC3 inh | esBAF inh | RAD54 inh
> Cc1nnc(C)n1/N=C/c1cc(Br)ccc1O
→ -2 | -1 | 2
> Cn1c2ccc(CC(=O)O)cc2c2cc(CC(=O)O)ccc21
→ -1 | -11 | 0
> O=C(NC(=S)NNC(=O)c1ccccc1[N+](=O)[O-])c1ccccc1
→ 27 | 5 | 9
> CCOc1cc(CNc2ccc(N(C)C)cc2)cc(Br)c1OCC(=O)NC(C)(C)C
→ -7 | 2 | 4
> CN(C)C(=O)CSc1nnc([C@H](Cc2c[nH]c3ccccc23)NC(=O)OC(C)(C)C)o1
→ -9 | -4 | 0
> COc1cc(-c2nnc(COC(=O)C3c4ccccc4Oc4ccccc43)o2)cc(OC)c1OC
→ -5 | -7 | 3

Next section
mol | ARNT-TACC3 inh | esBAF inh | RAD54 inh
CC1Cc2ccccc2N1C(=O)COc1cccc(-n2cnnn2)c1 (stereo unspecified) | -4 | 4 | -2
CC(C)C[C@H](NC(=O)NCc1ccc(Cl)cc1)C(=O)O | -4 | -15 | 4
Cc1nonc1NC(=O)c1ccc(Cl)c(S(=O)(=O)N2CCCCC2)c1 | 3 | 5 | 1
CO/N=C/c1cc([N+](=O)[O-])ccc1Sc1ccc(C)cc1 | -30 | 9 | 3
O=C(Cc1cscn1)c1ccc(O)cc1O | -2 | 10 | 5
CCC(=O)Nc1cccc(-c2nc3ccccc3c(=O)o2)c1 | 1 | -12 | 5
Cc1ccccc1N(CC(N)=O)S(C)(=O)=O | 4 | -3 | -13
Clc1ccc(OCCN2CCN(c3ncnc4sccc34)CC2)cc1 | -6 | -1 | -6
c1ccc(C2(Cn3ccc4ccccc43)OCCO2)cc1 | -5 | -2 | -7
COC(=O)CSc1nc(C)c(C(C)=O)cc1C#N | 0 | 7 | -3
O=C(NC1CCCCC1)C1CN(S(=O)(=O)c2ccccc2)CCN1S(=O)(=O)c1ccccc1 (stereo unspecified) | -1 | -6 | -1
Cc1ccc(Cl)c2c1NC(=O)C2(O)CC(=O)c1ccc(Br)cc1 (stereo unspecified) | 5 | -7 | -3
CCOC(=O)C(C)Sc1nnc(Cc2cc(=O)[nH]c(=O)[nH]2)n1-c1ccc(Cl)cc1 (stereo unspecified) | -10 | 3 | -40
O=C(Nc1ccccc1C(F)(F)F)c1cccnc1 | -4 | -3 | -9
CN1C(=O)c2ccccc2C(C(=O)NCC2CCCO2)C1c1c[nH]c2ccccc12 (stereo unspecified) | -4 | -3 | -14
Nc1cccc(-c2nc3ccccc3s2)c1 | -4 | -15 | 4
CCOc1ccc2[nH]c(=O)c(CN(Cc3cccs3)C(CC)c3nnnn3C(C)(C)CC)cc2c1 (stereo unspecified) | -2 | 1 | -2
O=C1CCN(C(=O)c2ccccc2)C2CCCCC12 (stereo unspecified) | -2 | 2 | -2
CC1=C(C)C(=O)N(c2ccccn2)C1=O | 0 | -10 | 3
Cc1ccc(SC(C)C(=O)Nc2ccccc2C(=O)N2CCOCC2)cc1 (stereo unspecified) | -2 | 11 | 9
Cc1ccc(N=C(NOC(=O)c2ccccc2)c2nonc2N)c(C)c1 | -11 | -10 | -10
CCN(CC)S(=O)(=O)c1ccc2oc(C(=O)NCC3COc4ccccc4O3)c(C)c2c1 (stereo unspecified) | -20 | -2 | -12
c1ccc2c(c1)nc(N1CCOCC1)c1nncn12 | -6 | 3 | -2
O=C(COC(=O)c1cccc(C(=O)OCC(=O)c2ccc(Br)cc2)n1)c1ccc(Br)cc1 | 17 | 2 | 12
CCN(CC(=O)Nc1c(C(=O)OC)[nH]c2ccccc12)c1ccc2c(c1)OCO2 | 5 | -3 | 7
COc1ccc(-c2cc(C(=O)O)c(C)o2)cc1OC | -4 | -2 | -20
Cc1cc(-c2ccccc2)nc(N(C)NC(=O)c2ccc(Cl)cc2)c1S(C)(=O)=O | 1 | 0 | 5
O=C(Cn1c(=O)n2ncnc2c2c3c(sc21)CCCC3)c1ccccc1 | -1 | 33 | 5
CCC(CC)C(=O)Nc1cccc(C(=O)Nc2nccs2)c1 | -3 | 0 | 5
Cc1cc(C(=O)CSc2nc3ccc(Cl)cc3[nH]2)c(C)n1C | 1 | 5 | 3
O=C(Nc1ccccc1)C1=C(N2CCOCC2)/C(=C/c2cccnc2)CC1 | -1 | 42* | 0
CC(C)Cc1nc(SCC(=O)Nc2ccc(S(N)(=O)=O)cc2)n[nH]1 | -3 | 0 | 8
CCCC(=O)NC1C2CC3CC(C2)CC1C3 (stereo unspecified) | -8 | -3 | -4
COCCNC(=O)C(c1ccc(Cl)cc1)N(C(=O)CCC(=O)Nc1ccccn1)C1CCCC1 (stereo unspecified) | 13 | -4 | -3
CCCOc1cc(C)c(S(=O)(=O)NCCOC)cc1C | 2 | -1 | -1
CCn1c(CSc2nncn2-c2ccc(OC)cc2)nc2cc(S(=O)(=O)N(C)C)ccc21 | -4 | -11 | 0
Cc1ccccc1S(=O)(=O)Cc1ccc(C(=O)NCc2cccnc2)o1 | -2 | -1 | 5
CCCCC1=CC2=CC(=O)C(C)(OC(=O)CC)C(=O)C2=CN1c1ccccc1 (stereo unspecified) | 2 | 7 | -1
CCc1cccc(CC)c1NC(=O)CN1CCc2cc(OC)c(OC)cc2C1 | -5 | -27 | -5
Cc1cccc(S(=O)(=O)c2c(N)n(/N=C/c3cccnc3)c3nc4ccccc4nc23)c1 | -2 | -4 | 0
O=C(COC(=O)c1ccccc1NCc1ccco1)Nc1ccc2c(c1)OCO2 | 4 | 37 | 3
COc1cc(C2C(C#N)=C(N)Oc3cc(C)oc(=O)c32)cc2c1OCO2 (stereo unspecified) | -3 | -6 | -3
CCS(=O)(=O)N1Cc2ccccc2CC1C(=O)Nc1ccc(C)cc1 (stereo unspecified) | 2 | 49* | -3
CC(c1ccccc1)C1C(C#N)=C(N)OC2=C1C(=O)CCC2 (stereo unspecified) | -3 | 1 | -2
COCCN(CCOC)C(=O)CC(=O)N(CCOC)CCOC | 4 | -3 | -4
COC(=O)c1ccc(S(=O)(=O)N2CCCCCC2)cc1 | 32 | -3 | 12
Cc1nc2cc(C(=O)OCC(=O)N(CC(C)C)C3CCS(=O)(=O)C3)ccc2n1-c1ccccc1 (stereo unspecified) | -7 | 0 | -32
Cc1nccc2[nH]c(=O)c(C(=O)NC3CCCCC3C)cc12 (stereo unspecified) | -3 | 4 | 7

Compound profiles, as listed above. Screens in order: ARNT-TACC3 inh, esBAF inh, RAD54 inh
CCc1cccc(CC)c1NC(=O)CN1CCc2cc(OC)c(OC)cc2C1 is listed with -5, -27, -5
CCCCC1=CC2=CC(=O)C(C)(OC(=O)CC)C(=O)C2=CN1c1ccccc1 (stereo unspecified) is listed with 2, 7, -1
Cc1nccc2[nH]c(=O)c(C(=O)NC3CCCCC3C)cc12 (stereo unspecified) is listed with -3, 4, 7

Remaining list, next part
mol | ARNT-TACC3 inh | esBAF inh | RAD54 inh
O=C(c1cc([N+](=O)[O-])ccc1N1CCCCC1)N1CCCCC1 | 3 | 0 | -8
COCCCN1C(=O)C(=O)/C(=C(/O)c2ccc(OC(C)C)c(C)c2)C1c1ccncc1 (stereo unspecified) | -4 | -10 | -1
COCCNC(=O)C1c2cc(OC)c(OC)cc2C(=O)N(C)C1c1cccnc1 (stereo unspecified) | -6 | -2 | -13
O=C(NC12CC3CC(CC(C3)C1)C2)c1cccnc1 | -3 | -15 | 3
Cc1cc(C)n(C(=O)CNc2ccccc2Cl)n1 | -3 | -1 | -4

Source: PubChem BioAssay
